LmPK inhibitor – blocks Leishmania mexicana pyruvate kinase activity; Q27686; purified LmPK, Kinase-Glo ATP luminescence, 1 h; Potency, µM (doses to about 57.5 µM), for the others: at the top dose activity change, negative = inhibition, hits mostly inhibitors; 290,000 tested, 0.37% active; AID 1721; further: potency means the concentration at half of the fitted maximal effect; on the % scale 0 is the no-effect control and ±100 the full control effect
Target sequence (Q27686 whole entry, looked up): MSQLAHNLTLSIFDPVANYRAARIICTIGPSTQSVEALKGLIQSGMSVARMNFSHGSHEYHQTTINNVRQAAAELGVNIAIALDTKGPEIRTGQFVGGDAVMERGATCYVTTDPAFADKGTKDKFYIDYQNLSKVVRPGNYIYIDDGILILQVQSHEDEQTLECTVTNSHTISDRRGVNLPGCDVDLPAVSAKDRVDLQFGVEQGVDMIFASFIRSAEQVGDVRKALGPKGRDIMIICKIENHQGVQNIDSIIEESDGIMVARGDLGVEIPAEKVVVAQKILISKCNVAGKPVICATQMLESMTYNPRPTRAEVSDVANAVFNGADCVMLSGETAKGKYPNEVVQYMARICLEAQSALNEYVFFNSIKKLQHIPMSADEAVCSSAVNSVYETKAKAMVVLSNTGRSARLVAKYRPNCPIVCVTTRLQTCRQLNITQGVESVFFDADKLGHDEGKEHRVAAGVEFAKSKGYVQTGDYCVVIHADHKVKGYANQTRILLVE
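ATP generated from ADP (0.1 mM) and PEP (0.5 mM) by 0.1 nM LmPK over 1 h at room temperature (pH 7.2 imidazole buffer) was detected by coupled luciferase luminescence. Values were normalized to uninhibited and no-enzyme wells.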
Tb PYK inh – inhibitors of Trypanosoma brucei pyruvate kinase; 410,000 tested, 0.12% active; Potency, µM (top dose mostly 76.8 µM), inactives show at the highest dose activity, negative = inhibition, hits mostly inhibitors; TbPYK enzyme, Kinase-Glo Plus ATP luminescence, 45 min; further: potency means the concentration at half of the fitted maximal effect; on the % scale 0 is the no-effect control and ±100 the full control effect; nearly all actives have a fitted effect of over 50% in size
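ADP (130 uM final) triggers the TbPYK reaction after compound addition; incubation is 45 min at room temperature. Kinase-Glo Plus is then added and luminescence imaged. Normalized data are fitted to concentration-effect curves.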
Pf growth 48h – P. falciparum growth inhibition at 48 hours (one generation). P. falciparum luciferase growth in erythrocytes, 48 h. Potency, µM (doses to about 28.7 µM), inactives show top-dose activity change, negative = inhibition, hits mostly inhibitors. 310,000 tested, 5.9% active. AID 504832; further: potency means the concentration at half of the fitted maximal effect; on the % scale 0 is the no-effect control and ±100 the full control effect
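Growth was read as firefly luciferase luminescence after a 48 h, 37 C, 5% CO2 exposure of compounds to reporter-bearing P. falciparum cultures (0.1% parasitemia, 2% hematocrit final) in Albumax-supplemented RPMI 1640.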
Pf growth 96h – P. falciparum growth inhibition at 96 hour, primary screen for plastid delayed-death inhibitors; Potency, µM (titrated, usually from 28.7 µM), inactives show top-dose activity change, negative = inhibition, usual class: inhibitors; P. falciparum luciferase reporter growth, 96 h; 320,000 tested, 6.9% active; AID 504834; further: potency means the concentration at half of the fitted maximal effect; on the % scale 0 is the no-effect control and ±100 the full control effect
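Cell-based qHTS: luciferase-tagged P. falciparum in erythrocytes (2% hematocrit, 0.05% parasitemia final) incubated with compounds for 96 hours, 37 C, 5% CO2; luciferase detection reagent then added and luminescence measured.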
Shiga toxin inh – inhibitors of Shiga toxin in Vero cells; inhibition, % at 38.7 µM; Vero cells, Shiga toxin protein synthesis inhibition reporter; 290,000 tested, 9.2% active; in the data active means inhibition mostly above about 28%, no sharp cut-off; inactive means mostly below about 43%; further: 0% is about no effect
HCV inhibitor – blocks hepatitis C virus; 340,000 tested, 3.4% active; Potency, µM (series often up to 41.8 µM), inactives show at the highest dose activity change, negative = inhibition, actives largely listed as inhibitors; Huh7.5.1 HCVcc-Cre infection, luciferase reporter, 44 h; further: potency means the concentration at half of the fitted maximal effect; on the % scale 0 is the no-effect control and ±100 the full control effect
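Cells (1,000/well) were plated 4 h before compound, then infected with HCVcc-Cre virus (~0.5 moi). After 44 h further culture, infection was read as luciferase luminescence following a 15 min substrate incubation at room temperature.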
Cycloheximide cs – affects cycloheximide protein synthesis inhibition readout, counter-screen | cell reporter, cycloheximide protein synthesis inhibition counterscreen | max response, % | 300,000 tested, 12% active; in the data active means max response mostly above about 13%, no sharp cut-off; inactive means mostly below about 14%; further: read at 38.3 µM for the half of the compounds with a filed dose; 0% is about no effect
The depositor's hits bear a star; ? = inconclusive; · = no result given; & = joins results of further samples; [ ] = remark or other dose. Unless noted, the call rests on the fitted dose curve; in most records, active means well fitted curve in the direction sought with a large enough effect; inconclusive means small, poorly fitted or top-dose-only effect, or another doubt; inactive means no such curve, though single readings can be large; an effect the other way counts as inactive or inconclusive.

SMILES	LmPK inhibitor	Tb PYK inh	Pf growth 48h	Pf growth 96h	Shiga toxin inh	HCV inhibitor	Cycloheximide cs
COc1ccc(NS(=O)(=O)c2ccc(NS(C)(=O)=O)cc2)cc1	5%	1%	2%	·	-9	12%	-2
COc1ccc(NC(=S)NCc2ccc(S(N)(=O)=O)cc2)cc1OC	10%	-4%	-4%	9%	13	9%	-1
CN(C)c1oc(-c2ccccc2Cl)nc1C#N	-6%	7%	12%	·	-3	25µM*	0
CCOC(=O)N1CCN(C(=O)c2ccc(Oc3ccc([N+](=O)[O-])cc3)cc2)CC1	0%	2%	?	44%[activator][5.75 µM]	4	?	-2
COc1ccc(NC(=O)c2sc(N3CCOCC3)nc2-c2ccccc2)c(OC)c1	2%	-8%	-30%	?	-8	?	-3
COC(=O)COc1c(Cl)cc(Cl)c2ccc(C)nc12	-1%	-6%	0%	-30%	-14	5%	-1
CN(C(=O)c1ccc(C#N)cc1)c1nnc(-c2cnccn2)s1	3%	-5%	0%	92%[activator]	2	13%	-3
O=C(Nc1cccc2ncccc12)c1cc2ccccc2o1	2%	7%	4%	-5%	-2	-9%	-3
CCC(COC)NCc1cn(-c2ccc(F)cc2F)nc1-c1ccccc1C (stereo unspecified)	-1%	2%	?	9%	-15	14%	-3
COc1cc(Cl)ccc1OCc1cc(C(=O)NCC(C)c2ccccc2)no1 (stereo unspecified)	10%	3%	28%	-28%	33	-27%	25*
Cc1csc(SCC(=O)NC23CC4CC(CC(C4)C2)C3)n1	0%	-4%	·	40%[activator]	15	-1%	1
N#C/C(=C\c1c(N2CCOCC2)nc2ccccn2c1=O)S(=O)(=O)c1ccccc1	3%	-7%	0%	-23%	-12	-4%	-4
Cc1cccc2c(Cl)cc(=O)[nH]c12	3%	·	13%	17%	2	-19%	-3
COc1ccc(NC(=O)Nc2cccc3ccccc23)c(OC)c1	-2%	1%	122%[activator]	?	-3	-24%	-1
Cn1c(CNC(=O)c2ccc(Cl)cc2)nnc1SCC(=O)Nc1sc2c(c1C#N)CCCC2	9%	0%	·	-8%	-18	?	-4

Record cards (already shown).
COc1ccc(NC(=O)Nc2cccc3ccccc23)c(OC)c1 across the screens: LmPK inhibitor = -2%; Tb PYK inh = 1%; Pf growth 48h = 122%[activator]; Pf growth 96h = ?; Shiga toxin inh = -3; HCV inhibitor = -24%; Cycloheximide cs = -1
O=C(Nc1cccc2ncccc12)c1cc2ccccc2o1 across the screens: LmPK inhibitor = 2%; Tb PYK inh = 7%; Pf growth 48h = 4%; Pf growth 96h = -5%; Shiga toxin inh = -2; HCV inhibitor = -9%; Cycloheximide cs = -3
COc1ccc(NC(=O)c2sc(N3CCOCC3)nc2-c2ccccc2)c(OC)c1 across the screens: LmPK inhibitor = 2%; Tb PYK inh = -8%; Pf growth 48h = -30%; Pf growth 96h = ?; Shiga toxin inh = -8; HCV inhibitor = ?; Cycloheximide cs = -3

Continuation:
SMILES	LmPK inhibitor	Tb PYK inh	Pf growth 48h	Pf growth 96h	Shiga toxin inh	HCV inhibitor	Cycloheximide cs
CCN(CC)CCn1c2c(c(SCC(=O)Nc3ccccc3Cl)nc1=O)CCCC2	·	4%	-27%	?	·	13%	·
Cc1cccc(OCC(=O)N2CCC3(CC2)CC(=O)c2ccccc2O3)c1	·	-5%	-12%	?	·	?	·
FC(F)(F)c1cccc(N2CCC(N=CN3CCCCCC3)=N2)c1	1%	0%	?	?	49*	?	39*
COc1cccc(CNCc2cccc(Br)c2)c1OC	-2%	6%	5%	249%[activator]	-5	-29%	11
CCOC(=O)c1cnc2ccc(C)cc2c1Sc1ccc(F)cc1	-5%	3%	?	?	67*	?	43*
Cc1c(C(=O)N2CCOCC2)oc2ccccc12	·	-6%	-12%	-5%	·	5%	·
COc1ccccc1NC(=O)C1CCC(CNc2c(N3CCCCC3)c(=O)c2=O)CC1 (stereo unspecified)	1%	-12%	34%	0%	-4	-6%	-1
CCCCn1c(N)c(N(CCC(C)C)C(=O)CSc2nnc(C)s2)c(=O)[nH]c1=O	-4%	1%	-3%	1%	-8	21%	-1
Cc1ccccc1C(=O)NNC(=O)Cc1ccccc1	2%	?	14%	·	-20	30%	-2
CC(OC(=O)CCCC(=O)Nc1ccc(F)cc1)C(=O)c1ccccc1 (stereo unspecified)	-1%	-7%	?	15%	-10	9%	-8
CC(=O)c1ccc(NC(=O)Nc2ccc([N+](=O)[O-])cc2C)cc1	4%	-10%	-85%	9.3µM*	-7	?	-1
CC(=O)N1CCc2cc(S(=O)(=O)NCCCOC(C)C)ccc21	-2%	3%	·	57%	3	-16%	-1
Clc1ccc(-c2nnc(SCc3nc4ccccc4s3)o2)cc1	1%	-6%	110%[activator]	121%[activator]	62*	-3%	32*
O=C(c1nnc(-c2ccncc2)o1)c1ccccc1Cl	-7%	-5%	-1%	37%[activator]	-34	3%	-15
CCCCS(=O)(=O)Nc1ccc(Cc2ccncc2)cc1	0%	0%	-1%	-1%	3	?	0
COc1cccc(/C=N/NC(=O)c2cccs2)c1	-21%	-8%	65%[activator]	234%[activator]	127*	3%	47*
CC(=O)c1cn(-c2ccc(Cl)cc2)c(=O)n(Cc2ccc(F)cc2)c1=O	4%	6%	?	?	-14	-1%	-2
CCS(=O)(=O)N1CCc2nc(-c3ccccc3)sc2C1	-10%	-5%	170%[activator]	392%[activator]	72*	1%	48*
Cc1ccc(N(CC(=O)NCc2ccco2)C(=O)CCC(=O)Nc2nccs2)cc1C	2%	1%	-10%	79%[activator]	-7	-2%	-3
CC1(C)C=C2[C@H]3CC[C@@H]4[C@@]5(C)CCC(=O)C(C)(C)[C@@H]5CC[C@@]4(C)[C@]3(C)CC[C@@]2(C(=O)O)CC1	-1%	-1%	?	?	33	24%	4
O=C(COc1ccc([N+](=O)[O-])cc1)N1CCc2ccccc2C1	-4%	0%	-10%	?	20	-3%	9
Cn1c(=O)c2c(n(C)c1=O)=NC1(CCCCC1)N=2	1%	3%	13%	?	13	9%	-1
CC(NS(=O)(=O)c1cccc(S(=O)(=O)c2ccccc2)c1)C(=O)O (stereo unspecified)	-5%	-9%	-3%	7%	-6	5%	-3
CC1(C)O[C@@H]2C[C@H]3[C@H]4C[C@H](F)C5=CC(=O)CC[C@]5(C)[C@@H]4[C@H](O)C[C@]3(C)[C@]2(C(=O)CO)O1	·	-7%[33.2 µM]	-9%[12.8 µM]	-11%[12.8 µM]	·	·	·
COc1ccc(C2=NS(=O)(=O)N(C)C(C(=O)NC3CCCC3)=C2)cc1OC	0%	-7%	1%	2%	2	-24%	1
CC(NC(=O)c1cccs1)c1n[nH]c(=S)n1C (stereo unspecified)	3%	-14%	-8%	-1%	8	19%	-3
Cc1nc(SCC(=O)NC(=O)NC(C)(C)C)nc(C)c1C	7%	-2%	-7%	1%	-4	-8%	-4
COC(C(=O)Nc1ccnn1C1CCN(Cc2ccc(C)o2)CC1)c1ccccc1 (stereo unspecified)	0%	3%	-20%	-5%	-5	·	-2
O=C(CSc1cn[nH]n1)Nc1ccc(O)c(C(=O)O)c1	10%	-4%	18%	-6%	-1	23%	-6
CCSc1nnc2n1C(C)(C)Cc1ccccc1-2	-9%	-1%	·	-99%	4	-16%	7
CCc1nc(C#N)c(N2CCCCC2)o1	-5%	2%	?	?	12	20%	3
C=CCCCCCCCCC(=O)NN	1%	-7%	2%	-2%	-14	-16%	1
Cc1cc(C)n2nc(C)c(Br)c2n1	2%	5%	-6%	3%	-18	19%	2
O=C(C(=O)c1cccnc1)c1cccnc1	0%	-17%	-11%	?	3	7%	-3
O=C(NCc1csc2ccc(Cl)cc12)Nc1ccccc1	6%	2%	?	?	-5	?	-3
Cc1ccsc1/C=C1\SC(=S)N(CC2CCCO2)C1=O (stereo unspecified)	-1%	-2%	27%	1.3µM*	31	?	0
CC(=O)c1cccc(NC(=O)CNC(=O)c2sc3ccccc3c2Cl)c1	·	-1%	?	12%	·	-20%	·
O=C(CCNC(=O)c1ccc([N+](=O)[O-])cc1)Nc1ccc(F)cc1F	0%	0%	25%	58%[activator]	20	10%	13
CCN(CC(=O)NCc1ccc(F)cc1)C(=O)C(C)Oc1cccc(Cl)c1 (stereo unspecified)	·	-6%	-22%	-20%	·	?	·
O=C(CCN1CCN(c2ccccc2)CC1)NNC(=O)c1cccc2ccccc12	4%	-7%	-5%	-5%	-1	20%	5
CCCn1c(SCC(=O)N2c3ccccc3CC2C)nnc1-c1ccco1 (stereo unspecified)	2%	-4%	12µM*	?	-3	-13%	-2
COc1ccc(-c2nnc(NC(=O)c3ccccc3[N+](=O)[O-])s2)c(OC)c1	-2%	-12%	-2%	6%	13	17%	7
COc1ccc(CNC(=O)C/C(C)=N/NC(=O)COc2ccccc2)cc1	-6%	-4%	-4%	-12%	6	17%	7
CC(C)CNS(=O)(=O)c1ccc(CCC(=O)Nc2ccc3c(c2)OCCO3)cc1	1%	-15%	12µM*	226%[activator]	9	5%	6
Cc1ccnc(N(C(=O)Nc2ccccc2)C2=NCC(C)(C)S2)c1	1%	-7%	49%[activator]	2%	59*	5%	43*
NS(=O)(=O)c1ccc(N/N=C/c2ccc(O)c(O)c2O)c([N+](=O)[O-])c1	-6%	-21%	-26%	?	-4	-19%	-2
NNC(=O)CSc1c(-c2ccccc2)c2cc(Cl)ccc2[nH]c1=O	-1%	-15%	?	13µM*	5	13%	2
COc1ccc(S(=O)(=O)N(C)CC(=O)Nc2cccc(C(C)=O)c2)cc1C	5%	-1%	-7%	-8%	1	-9%	-1
O=S(=O)(NC1=NCCC1)c1ccc(F)cc1	1%	4%	·	22%	21	4%	-4
COc1ccc(S(=O)(=O)NCC(=O)N(CC(=O)NC(C)(C)C)Cc2cccs2)cc1	3%	-2%	-6%	-5%	-12	-1%	-2
CC(C(=O)NN)c1ccc([N+](=O)[O-])cc1 (stereo unspecified)	-3%	6%	4%	31%[activator]	-12	2%	-2
S=c1[nH]nc(COc2ccccc2)n1/N=C/c1ccc(Cl)c(Cl)c1	1%	?	·	1%	-4	-4%	-1
O=C(CCc1ccccc1)Nc1ccc(NC(=O)C2CC2)nc1	5%	3%	-1%	?	17	20%	-4
COc1cc(/C=C2\SC(c3ccccc3)=NC2=O)cc(Cl)c1O	?	?	?	-19%	-13	-12%	1
Oc1ccc(Cl)cc1/C=C/c1ccc2cccc(O)c2n1	1%	-6%	?	-5%	61*	?	29*
COc1ccc(C)cc1NC(=O)CCNC(=O)Cn1ccc2ccccc2c1=O	-5%	5%&0%	19%	?	-6	-15%	-3
O=C(c1cnc2sccn2c1=O)N1CCCc2ccccc21	0%	7%	21%	-2%	19	6%	2
Cc1cccc(N/C(N)=N/c2nc(CSc3ccc(Cl)cc3)cc(=O)[nH]2)c1	5%	2%	-19%	?	18	25%	0
O=C(Nc1nnc(-c2ccco2)o1)c1ccc(S(=O)(=O)N2CCOCC2)cc1	3%[11.5 µM]	-3%	?	1%	-13	18%	-5
O=C(Cc1c(F)cccc1Cl)Nc1ccc(S(=O)(=O)Nc2nccs2)cc1	-1%	0%	?	50%[activator]	5	19%	-4
Cc1cc(NC(=O)COC(=O)CCS(=O)(=O)c2cc(Cl)ccc2Cl)no1	-9%	-2%	7%	-8%	13	8%	-3
